Lipid droplet – modulators of hepatic lipid droplet formation; AML12 mouse hepatocytes, oleate lipid droplets, BODIPY imaging; inhibition, % at 6.5 µM; 240,000 tested, 0.4% active; AID 1656;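 active = lipid droplet intensity inhibited by at least 50%, with more than 500 cells counted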
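Material – AML12 mouse liver cells · Also added – oleate loading, 100 µM · Compound dosing – 6.5 µM single-point dosing · Times – overnight treatment with compound plus oleate · Measured by – fluorescence imaging, 20x objective, two fields per well · Read-out – percent inhibition of filter-corrected integrated lipid droplet intensity per well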
PhoP inhibition – inhibitors of PhoP regulon expression, primary screen, Salmonella Typhimurium, GFP reporter (AID 1863); S. Typhimurium PhoP-regulated promoter GFP reporter, 4 h; higher % means a stronger effect; inhibition, % at 50 µM; hits with a dose series show IC50 in µM; 300,000 tested, 0.16% active;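 active = inhibition over 29.93%, a cutoff 3 SD above the screen mean, later confirmed by dose response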;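 note: 0% = low Mg2+ inducing control and 100% = high Mg2+ repressing control; strong numbers were not always called active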
T cell HTS – T cell immune modulation candidate; 2C CD8+ T cell-vesicle binding, flow cytometry; stronger effect = lower value; calls only at 7 µM; 330,000 tested, 0.068% active;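 active = response, share of CD8 T cells binding vesicles, and their 90th percentile fluorescence all below set limits, cut at about 80% in these data, passing the limit was not always enough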
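Benchmarks: naked versus QL9-loaded vesicles / Assay system: purified 2C TCR transgenic mouse naive CD8+ T cells / Technique: high-throughput flow cytometry with anti-B7-1 and anti-CD8 staining / Timing: Cell–vesicle co-incubation 1.5 h at 37 °C, staining 20 min on ice / Read-out: percent CD8+ FL2 mean versus row control / Probe or stimulus: QL9-loaded Drosophila micro-vesicles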
Lipid droplet cells 6.5 µM – also measured in Lipid droplet; calls as there; cell count; measured here: cell count, cytotoxicity flag;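 cells counted across two imaged fields per well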
T cell HTS vesicle-bound % – recorded beside T cell HTS, whose call it bears; double positive events, %; measured here: CD8+ vesicle-bound cell fraction;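 binding gate set so that unloaded-vesicle control wells show 10% double positive cells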
The depositor's hits bear a star; i = inactive. These rows are one share of the data. The share of hits here may be higher or lower than overall.

mol,Lipid droplet,Lipid droplet cells 6.5 µM,PhoP inhibition,T cell HTS,T cell HTS vesicle-bound %
CCC1CCCCN1CCCNC(=O)c1cn(C)c2ccc(S(=O)(=O)N3CCOCC3)cc2c1=O (stereo not drawn),12,714,1%,i,26
Cc1ccc(C)c(NC(=O)/C(C#N)=C/c2ccc[nH]2)c1,19,722,8%,i,67
COc1cccc(/C=C/c2[nH]c(=O)[nH]c(=O)c2[N+](=O)[O-])c1O,1,817,-1%,i,49
Fc1ccccc1CN1CCC(Cc2ccccc2)CC1,4,817,-5%,i,54
Cc1ccoc1C(=O)Nc1cccc2ccccc12,-8,767,-4%,i,56
Cc1ccccc1NC(=O)Nc1cnccn1,-1,838,3%,i,13
Cc1ccc(N(C(=O)CNC(=O)c2cccs2)C(C(=O)NC2CCCC2)c2ccncc2)cc1 (stereo not drawn),0,856,2%,i,17
Cc1ccc2c(C)c(C(=O)N(C)C(C)c3ccncn3)oc2c1C (stereo not drawn),-6,833,-1%,i,62
Cc1ccc(N2CCN(C(=O)NC3CCCCC3)CC2)c(C)c1,-7,856,9%,i,47
CC(=O)Nc1ccc(S(=O)(=O)NCCC(=O)OCC(=O)N2CCN(C(=O)c3ccco3)CC2)cc1,6,797,11%,i,12
Cc1nnc2c(N(C)S(=O)(=O)c3ccccc3)nc3ccccc3n12,0,723,-5%,i,61
CC(C)(C)c1ccc(C(=O)NNC(=O)CCC(=O)Nc2ccccc2)cc1,11,714,-3%,i,11

Carrying on:
mol,Lipid droplet,Lipid droplet cells 6.5 µM,PhoP inhibition,T cell HTS,T cell HTS vesicle-bound %
CCCCOc1ccc(Cc2c(O)nc(SC)[nH]c2=O)cc1,-12,767,-1%,i,35
Cc1ccc(/C=C2\SC(=S)N(CCC(=O)NNC(=O)c3ccccc3O)C2=O)cc1,-11,779,-5%,i,19
Cc1ccc(Nc2nc3ccc(Cl)cc3n3cnnc23)cc1F,15,802,-6%,i,14
COc1cc(SC)ccc1C(=O)Nc1ccc2ncccc2c1,-12,758,7%,i,60
COCCSc1nnc(NC(=O)COc2ccc3c(c2)OCO3)s1,-6,737,-4%,i,15
CC(C)Oc1ccc(C2CC(=O)N(C)C2=O)cc1 (stereo not drawn),4,843,-2%,i,50
COc1ccccc1NC(=O)c1ccc2c(c1)N(CC(=O)NC(C)C)C(=O)C(C)(C)O2,-3,725,-2%,i,24
CCc1nn(C(CC)C(=O)NCCCN2CC(C)CC(C)C2)c(=O)c2cc3oc(C)cc3n12 (stereo not drawn),-3,719,2%,i,33
COc1ccc(CNCCC(c2ccccc2)c2ccc(OC(C)C)cc2)cc1OC (stereo not drawn),-8,803,-2%,i,55
COc1cccc(OCc2cc(C(=O)NCc3cnc4ccccn34)no2)c1,-7,707,6%,i,6
O=c1ccc2ccccc2n1Cc1cccc(F)c1,1,673,4%,i,48
CCOC(=O)c1c(-c2ccc(OC)cc2)oc2cc(Br)c(O)cc12,34,740,4%,i,50

Other structures follow:
mol,Lipid droplet,Lipid droplet cells 6.5 µM,PhoP inhibition,T cell HTS,T cell HTS vesicle-bound %
O=C(O)c1cccc(-n2c(/C=C/c3ccccc3)nc3ccccc3c2=O)c1,6,401,7%,i,13
COC(=O)C(Cc1ccccc1)NC(=O)CCNC(=O)c1ccc(Br)cc1 (stereo not drawn),-12,809,-5%,i,40
CCOc1ccc(NC(=S)N2CCN(S(C)(=O)=O)CC2)cc1,-4,858,-1%,i,68
COc1ccc(N(Cc2ccc(N(C)C)cc2)C(=O)c2ccc(S(C)(=O)=O)cc2)cc1,-19,775,-1%,i,25
Nc1nonc1-n1nnc(C(=O)N/N=C/c2cccc(Cl)c2Cl)c1CN1CCCC1,-25,827,-2%,i,20
COc1cccc2cc(C(=O)NCc3ccc(C)cc3)c(=N)oc12,0,901,-3%,i,60
O=C(O)c1ccc(C2Nc3ccccc3C(=O)N2Cc2ccccc2)cc1 (stereo not drawn),-6,806,-5%,i,14
O=C(CCN1C(=O)/C(=C/c2cccs2)SC1=S)Nc1ccc(C(=O)O)cc1,3,813,2%,i,31
CCC(=O)N1c2ccc(S(=O)(=O)NCc3ccccc3)cc2CC1C (stereo not drawn),13,701,-1%,i,59
C=Cc1ccc(CN2CCCN(Cc3ccc(F)cc3)S2(=O)=O)cc1,18,843,6%,i,52
CN1CC(=O)N/C1=N\C(=O)Nc1ccc(O)cc1,-8,859,5%,i,26
NC(=NC1CCCCC1)NS(=O)(=O)c1ccccc1,-3,411,-2%,i,41

Three of the compounds above, with two lines to a compound.
The line under a structure holds: Lipid droplet	Lipid droplet cells 6.5 µM	PhoP inhibition	T cell HTS	T cell HTS vesicle-bound %
- CCOc1ccc(NC(=S)N2CCN(S(C)(=O)=O)CC2)cc1
    -4	858	-1%	i	68
- COc1ccc(N(Cc2ccc(N(C)C)cc2)C(=O)c2ccc(S(C)(=O)=O)cc2)cc1
    -19	775	-1%	i	25
- Nc1nonc1-n1nnc(C(=O)N/N=C/c2cccc(Cl)c2Cl)c1CN1CCCC1
    -25	827	-2%	i	20

(further entries)
mol,Lipid droplet,Lipid droplet cells 6.5 µM,PhoP inhibition,T cell HTS,T cell HTS vesicle-bound %
Cc1ccc(SCCC(=O)N(C)CC(=O)Nc2c(C)cccc2C)cc1,33,677,-5%,i,59
CN(C(=O)c1ccc2nc(N)sc2c1)c1ccccc1,-2,763,-3%,i,61
O=C(CCNC(=O)c1ccc(Br)cc1)NCC1COc2ccccc2O1 (stereo not drawn),-19,797,10%,i,28
C/C(CC(=O)Nc1ccc([N+](=O)[O-])cc1)=N\NC(=O)c1ccccc1O,-31,774,6%,i,30
Cc1c(C(=O)N(Cc2nccn2C)C(C)C)oc2c(F)cccc12,8,674,-6%,i,34
O=C(COCc1cc(-c2ccco2)on1)NC1CCCCC1,-3,700,6%,i,30
N#Cc1ccccc1S(=O)(=O)N1CCN(C(=O)C2CCCC2)CC1,-2,794,-6%,i,24
CCOc1ccc(NC(=O)NNC(=O)c2cccnc2)cc1,3,655,8%,i,55
COc1cc(/C=C/C(=O)NC(C)C2CC3CCC2C3)cc(OC)c1OC (stereo not drawn),13,801,1%,i,19
NNC(=O)c1cccn(Cc2ccc(Cl)cc2Cl)c1=O,2,420,1%,i,30
CCCn1c(N)c(N(CCOC)C(=O)c2cc(S(=O)(=O)N3CCCCCC3)ccc2OC)c(=O)[nH]c1=O,-14,781,3%,i,29
CCOc1c(C)cnc2c1c(=O)n(Cc1ccc(Cl)cc1)c(=O)n2C,-4,812,6%,i,8

Further entries follow.
mol,Lipid droplet,Lipid droplet cells 6.5 µM,PhoP inhibition,T cell HTS,T cell HTS vesicle-bound %
O=C(O)c1cc(-c2ccc(/C=c3\sc4nc5ccc(Br)cc5n4c3=O)o2)ccc1Cl,1,825,-6%,i,58
CC(C)NC(=O)Cn1c(SCC(=O)NC2CCCC2)nc2ccccc21,5,825,-4%,i,15
Cn1c(CC(=O)Nc2ccccc2F)nnc1SCC(=O)NC1CCCC1,-2,769,6%,i,33
COc1cc(C(=O)NCCC(=O)NCc2c(F)cc(F)cc2F)cc(OC)c1OC,-45,783,9%,i,34
COc1ccc(C(=O)Nc2ccc(NC(=O)c3ccccc3F)cn2)cc1,16,766,-6%,i,8
COCC(C)N1CCC(n2nccc2NC(=O)c2ccccc2Cl)CC1 (stereo not drawn),-5,701,-3%,i,57
Cc1cc(NC(=O)CSc2nc(=O)cc(N)n2-c2ccc(C)c(C)c2)no1,29,632,-3%,i,63
CN1CCCC(OC(=O)c2cc(F)c(F)c(F)c2F)C1 (stereo not drawn),21,850,-1%,i,34
O=C(NC(=S)Nc1ncccn1)c1ccccc1Br,4,840,7%,i,53
Cc1ccc2c(c1)N(CC(=O)NCCCN1CCCCC1C)C(=O)c1cccnc1O2 (stereo not drawn),1,728,-5%,i,40
CC(=O)c1c(C)[nH]c(C(=O)CN2C(=O)NC(C)(c3ccc4c(c3)OCO4)C2=O)c1C (stereo not drawn),-9,777,0%,i,18
CC(=O)O[C@H]1[C@H](C)OC=C[C@@H]1OC(C)=O,4,818,9%,i,15

By substructure, the entries above containing a nitro group on carbon
mol,Lipid droplet,Lipid droplet cells 6.5 µM,PhoP inhibition,T cell HTS,T cell HTS vesicle-bound %
COc1cccc(/C=C/c2[nH]c(=O)[nH]c(=O)c2[N+](=O)[O-])c1O,1,817,-1%,i,49
C/C(CC(=O)Nc1ccc([N+](=O)[O-])cc1)=N\NC(=O)c1ccccc1O,-31,774,6%,i,30

The list goes on.
mol,Lipid droplet,Lipid droplet cells 6.5 µM,PhoP inhibition,T cell HTS,T cell HTS vesicle-bound %
COCCCn1c(=O)c2ccccc2n(CC(=O)NCCC2=CCCCC2)c1=O,-7,732,-4%,i,17
COc1cc(C(C(=O)NC2CCCC2)N(Cc2ccco2)C(=O)c2snc(C(N)=O)c2N)cc(OC)c1OC (stereo not drawn),-13,786,-8%,i,46
CCCC(c1nnnn1Cc1ccc(OC)cc1)N1CCN(C(=O)c2ccco2)CC1 (stereo not drawn),1,814,-5%,i,26
O=[N+]([O-])c1cccc(NC(=S)N2CCN(S(=O)(=O)c3ccccc3)CC2)c1,-2,657,5%,i,65
O=C(NCC(=O)N1CCC2(CC1)NCCc1[nH]cnc12)c1cccc(Cl)c1,13,715,-1%,i,21
Cc1c(Cl)cccc1NC(=O)c1cccnc1,3,805,-6%,i,8
Cc1ccc(S(=O)(=O)Nc2ccc3c(c2)nc(CCN2CCN(c4ccccn4)CC2)n3C)cc1,-2,690,3%,i,12
O=C(O)Cc1c(-c2ccccc2)c2cc(Cl)ccc2[nH]c1=O,-12,825,12%,i,16
Cc1cc(C(=O)N2C(C)CCCC2C)no1 (stereo not drawn),19,800,0%,i,30
O=C(NCc1ccccc1Cl)C1CCCN1S(=O)(=O)c1ccccc1F (stereo not drawn),-103,361,3%,i,33
COc1ccccc1N(CC(=O)NC(C)(C)C)C(=O)CCC(=O)Nc1nccs1,-6,809,-3%,i,48
O=C(CSc1nc2ccccc2[nH]1)c1ccccc1F,-3,849,3%,i,21

Continuation:
mol,Lipid droplet,Lipid droplet cells 6.5 µM,PhoP inhibition,T cell HTS,T cell HTS vesicle-bound %
CC(=O)Nc1ccc(S(=O)(=O)Oc2ccccc2N2C(=O)C3C4CCC(C4)C3C2=O)cc1 (stereo not drawn),1,797,-3%,i,10
CCc1ccccc1OCC(=O)Nc1ccc2c(c1)OCCO2,2,705,-4%,i,33
O=C1/C(=C\c2cccc(O)c2)SC(=S)N1Cc1ccccc1,-3,773,-3%,i,46
CCOCCCNC(=O)CSc1nnc(-c2ccc(S(=O)(=O)N3CCCC3)cc2)n1C,17,815,-4%,i,21
O=c1c([N+](=O)[O-])cccn1Cc1cccc(Br)c1,-8,849,0%,i,45
CC(NC(=O)c1ccccc1F)c1nnc(SCC(=O)NC2=NCCS2)n1C (stereo not drawn),3,873,4%,i,28
Cc1ccc(S(=O)(=O)NC(=O)c2ccccc2C)cc1,13,679,-8%,i,58
C=CCOc1ccccc1CN1CCC(n2nccc2NC(=O)c2ccccc2)CC1,-3,721,8%,i,18
O=C(CSc1nc2ccccc2c(=O)n1CC1CCCO1)Nc1ccc(F)cc1 (stereo not drawn),-1,808,-2%,i,40
Cc1cccc(-c2cnn(-c3ccccc3)c2N)c1,1,843,5%,i,28
CCC1(C)Cc2c(sc3[nH]c(=S)[nH]c(=S)c23)CO1 (stereo not drawn),-23,599,-6%,i,26
O=C(NCCc1ccccc1)c1ccccc1SCC(=O)N1CCCC1,-4,859,-4%,i,60

(listing goes on)
mol,Lipid droplet,Lipid droplet cells 6.5 µM,PhoP inhibition,T cell HTS,T cell HTS vesicle-bound %
O=C(NCC1CCCO1)C1CCCN(S(=O)(=O)c2ccc(Br)cc2)C1 (stereo not drawn),-2,673,-6%,i,76
CCOc1ccccc1NC(=O)c1cc(S(=O)(=O)N2CCOCC2)ccc1C,-53,677,0%,i,58
CCN(CC)C(=O)COc1ccc(/C(C)=N/NC(=O)c2ccccc2-n2cccc2)cc1,3,785,-3%,i,49
COCCNc1ncnc2c1cnn2Cc1ccccc1Cl,8,828,4%,i,63
Cc1ccc(NS(=O)(=O)c2ccc(C(=O)NCc3cccnc3)cc2)cc1,-10,682,-7%,i,51
O=C(NC1CCCCC1)C1CCCN1C(=O)Nc1ccccc1 (stereo not drawn),-4,745,2%,i,45
COc1ccc(C(=O)NCCN2CCOCC2)cc1[N+](=O)[O-],2,818,0%,i,64
O=C(CN1C(=O)c2ccccc2S1(=O)=O)NCCSCc1ccccc1Cl,22,642,15%,i,55
Cc1ccc(NC(=O)c2cc(=O)[nH]c3ccccc23)cc1C,-3,837,-3%,i,53
O=C(O)CCCCCNC(=O)OCC1c2ccccc2-c2ccccc21,-1,825,2%,i,46
O=c1ccc2cc([N+](=O)[O-])c(CCO)cc2o1,1,797,6%,i,37

Assay outcomes deposited in PubChem BioAssay by several laboratories.
